Ba/F3 V617F tox – lowers viability of Ba/F3 cells expressing EpoR and JAK2V617F; inhibition, % at 5.6 µM; ATP luminescence; 220,000 tested, 1.1% active; AID 1446;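 active = inhibition above the campaign mean plus 3 SD over all tested compounds, cut at about 24% in these data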;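 also: cytokine-independent growth of Ba/F3 cells driven by EpoR plus mutant JAK2; 0% = DMSO-treated cells and 100% = JAK inhibitor I control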
S1P4 antagonist – human S1P4 receptor antagonism; O95977; S1P4-expressing cells, antagonist mode, reporter read-out; inhibition, % at 4.98 µM; 220,000 tested, 0.26% active; AID 1510; in the data active = inhibition above about 29%;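 also: 0% = wells stimulated with agonist and 100% = vehicle wells without agonist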
Target sequence (O95977 whole entry, looked up): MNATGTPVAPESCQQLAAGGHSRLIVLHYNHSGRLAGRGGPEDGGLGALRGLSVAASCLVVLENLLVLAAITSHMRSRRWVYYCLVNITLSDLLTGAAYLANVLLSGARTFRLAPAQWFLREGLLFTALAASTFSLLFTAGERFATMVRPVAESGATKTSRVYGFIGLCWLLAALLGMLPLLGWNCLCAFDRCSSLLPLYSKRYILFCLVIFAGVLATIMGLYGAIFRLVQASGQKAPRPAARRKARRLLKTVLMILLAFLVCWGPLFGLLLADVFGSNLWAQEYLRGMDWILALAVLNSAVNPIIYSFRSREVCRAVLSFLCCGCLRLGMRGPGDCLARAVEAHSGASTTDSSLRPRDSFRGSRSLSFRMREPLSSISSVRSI
NPY-Y2 PAM-ag – potentiates or activates human NPY-Y2 receptor; P49146; cells expressing NPY-Y2, potentiator/agonist read-out; activation, % at 3.6 µM; 220,000 tested, 0.45% active; AID 1359; in the data active = activation above about 27%;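 also: cells stimulated with NPY near EC25 plus isoproterenol at EC100; 0% = vehicle plus submaximal agonist and 100% = vehicle plus saturating agonist; some results beyond the cut were filed as inactive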
NPY-Y1 PAM-ag – human NPY-Y1 potentiation or agonism, primary screen; P25929; NPY-Y1 expressing cells, potentiator/agonist activation; activation, % at 3.6 µM; 220,000 tested, 0.37% active; AID 1304; in the data active = activation above about 33%, passing the limit was not always enough;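 also: cells stimulated with NPY at EC10 then isoproterenol at EC100; 0% = low agonist plus stimulus and 100% = saturating agonist plus stimulus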
Target sequence (P25929 whole entry, looked up): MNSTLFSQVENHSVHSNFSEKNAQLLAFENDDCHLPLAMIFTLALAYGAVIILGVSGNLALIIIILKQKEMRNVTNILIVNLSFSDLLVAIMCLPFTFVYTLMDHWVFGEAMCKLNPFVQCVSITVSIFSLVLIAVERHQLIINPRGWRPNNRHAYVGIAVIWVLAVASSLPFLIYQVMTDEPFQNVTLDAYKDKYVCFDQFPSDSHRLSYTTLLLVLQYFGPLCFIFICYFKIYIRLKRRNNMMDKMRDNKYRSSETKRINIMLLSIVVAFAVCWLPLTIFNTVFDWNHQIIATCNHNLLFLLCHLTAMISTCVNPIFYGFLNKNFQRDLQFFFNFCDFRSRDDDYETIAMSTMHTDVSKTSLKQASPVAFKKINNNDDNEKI
p47phox inh – blocks human p47phox regulatory protein of NADPH oxidases; P14598; 220,000 tested, 0.53% active; p47phox/p22phox peptide binding, fluorescence polarization, 2 h; inhibition, % at 24.7 µM; AID 1274;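 active = inhibition above about 30%, limit read from the data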;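 also: 0% = p47phox with labelled peptide and 100% = labelled peptide alone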
S1P4 ag – agonists of human S1P4 receptor. S1P4-expressing cell line, agonist reporter assay. O95977. activation, % at 4.98 µM. 220,000 tested, 0.35% active. AID 1509; in the data active = activation above about 11%;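 also: 0% = DMSO vehicle and 100% = reference agonist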
BaF3 tox – counter-screen for JAK2V617F inhibitors: parental Ba/F3 viability inhibitors. CellTiter-Glo ATP luminescence. inhibition, % at 5.6 µM. 220,000 tested, 1.1% active;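 active = inhibition above a per-campaign cutoff, the mean inhibition of all tested compounds plus 3 SD, cut at about 27% in these data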;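 also: 0% = DMSO wells and 100% = JAK Inhibitor I control wells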
NPY-Y1 antag – NPY-Y1 (human) receptor antagonism | P25929 | HEK293-CNG Y1 cells, membrane potential fluorescence; NPY at EC95, then isoproterenol | inhibition, % at 3.6 µM | 200,000 tested, 1% active | AID 1040;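 active = inhibition above the campaign mean inhibition of all tested compounds plus 3 SD, cut at about 20% in these data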;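 also: 0% = DMSO wells given NPY plus isoproterenol and 100% = isoproterenol alone without NPY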
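material = HEK293 cells with Y1 receptor plus CNG channel | also added = NPY 25 nM then isoproterenol 1 µM plus Ro 20-1724 25 µM | schedule = dye 3 h, compound 60 min room temperature, stimulation 45 min | measured by = membrane potential fluorescence | benchmarks = high control isoproterenol alone, low control NPY with isoproterenol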
CHOP inhibitor – blocks CHOP induction under ER stress | CHO-K1 CHOP-promoter luciferase, tunicamycin-induced, 15-18 h | inhibition, % at 10 µM | 220,000 tested, 3.8% active | AID 2732;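 active = compounds that reduced the stress-induced luciferase reporter signal by more than about 70% of percent inhibition, limit read from the data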;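 also: 0% = tunicamycin plus vehicle and 100% = wells without tunicamycin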
Active calls of the source: *; . = not tested or not shown.

nr	molecule	Ba/F3 V617F tox	S1P4 antagonist	NPY-Y2 PAM-ag	NPY-Y1 PAM-ag	p47phox inh	S1P4 ag	BaF3 tox	NPY-Y1 antag	CHOP inhibitor
1	COC(=O)N(c1ccc(OC)cc1)P1(=S)OCCC(C)O1 (configuration not stated)	-2	-33	-7	3	2	-3.1	3	-4	-2
2	Cc1cc(C=O)c(C)n1C1CCCCC1	-4	-7	1	14	0	-1.2	1	-4	22
3	COc1ccc(O)c(C(C)(C)C)c1	-1	-14	17	4	0	1.7	5	-8	21
4	CCOC(=O)CC1=C(C(=O)OCC)C2(C(=O)Nc3ccccc32)C(C#N)=C(N)O1 (configuration not stated)	-1	1	10	-2	-2	-0.7	4	-2	50
5	CCCCNC(=O)Nc1ccc(C(O)(C(=O)OCC)C(F)(F)F)cc1 (configuration not stated)	1	1	6	6	-6	1.4	4	-2	50
6	CCOP(=O)(OCC)C(NC(=O)c1ccc(Cl)cc1)=C(Cl)Cl	2	-2	2	14	-1	-0.8	10	-3	-6
7	COCCCn1c(N)c(C(=O)OCCOC)c2nc3ccccc3nc21	2	-30	-3	-9	0	2.4	1	6	-19
8	Cc1c(C=O)c2ccccc2n1Cc1cccc(F)c1	1	5	-3	-9	-15	1.4	5	5	1
9	c1ccc(C(OCCN2CCNCC2)c2ccccc2)cc1	-3	-4	12	-2	-4	-2.2	1	14	-1
10	O=Cc1cn(Cc2cccc([N+](=O)[O-])c2)c2ccccc12	0	-9	7	-5	-12	1.6	1	-3	-11
11	CC(C)CNP(=S)(c1ccccc1)C(C)(C)C (configuration not stated)	-2	-8	-7	0	4	2.1	2	.	1
12	O=C1NC(=O)N(c2ccc3c(c2)OCO3)C(=O)/C1=C/c1ccsc1	0	3	4	-10	-3	1.6	5	1	9
13	COc1ccc(-n2c(O)c(C(C)=NCc3ccc4c(c3)OCO4)c(=O)[nH]c2=O)cc1	-1	-5	-3	-12	-9	0.1	0	.	-7
14	CCCCN1C(=O)C(C2c3ccccc3C(=O)N2Cc2ccccc2)C(=O)NC1=S (configuration not stated)	1	4	-5	10	-20	-1.1	-2	7	-17
15	COC(=O)C(O)(c1ccc(N(C)C(=O)c2ccc(Cl)c(Cl)c2)cc1)C(F)(F)F (configuration not stated)	0	-16	-5	-7	-9	-0.1	11	9	20
16	CCCCN1C(=O)NC(=O)C2(Cc3c(nc4ccccn4c3=O)N3CCc4ccccc4C32)C1=O (configuration not stated)	4	-3	-8	6	-18	1.1	6	2	31
17	CC(C)c1ccc(N2C(=O)NC(=O)/C(=C\c3cnc(-c4ccccc4)nc3)C2=O)cc1	2	15	-3	9	-7	2.2	1	1	-49
18	Cc1ccccc1-n1c(-c2ccc([N+](=O)[O-])cc2)nc2ccccc2c1=O	-2	-13	2	16	-5	0.2	7	8	-7
19	O=C1N(c2cccc(Cl)c2)C(c2cccnc2)N2CCCN12 (configuration not stated)	-1	2	4	-8	-4	-0.8	-1	2	-3
20	COC(=O)COc1cc(C)cc2oc(=O)c3c(c12)CCCC3	0	-22	17	-6	-3	1.1	5	-2	-3
21	CC1SC2(CN3CCC2CC3)NC1=O (configuration not stated)	-5	-3	-20	8	-3	-1.6	-2	-4	12
22	CC(O)CNc1ccc([N+](=O)[O-])c2cccnc12 (configuration not stated)	4	-5	15	2	1	0.5	7	-6	-6
23	COc1cc2c(cc1OC)-c1c(OC)c(OC)cc3c1[C@H](C2)[N+](C)(C)CC3	0	14	10	5	-7	1.3	5	-1	2
24	COc1cc2c(cc1OC)C(c1c(O)n(CCc3ccccc3)c(=S)[nH]c1=O)NCC2 (configuration not stated)	0	8	-12	-17	-73	-1.3	1	.	-7

Quoted from the listing.
Under S1P4 ag, CC(O)CNc1ccc([N+](=O)[O-])c2cccnc12 (configuration not stated) has 0.5
Under BaF3 tox, CCOC(=O)CC1=C(C(=O)OCC)C2(C(=O)Nc3ccccc32)C(C#N)=C(N)O1 (configuration not stated) has 4
Under NPY-Y1 PAM-ag, CC1SC2(CN3CCC2CC3)NC1=O (configuration not stated) has 8
Under CHOP inhibitor, O=C1NC(=O)N(c2ccc3c(c2)OCO3)C(=O)/C1=C/c1ccsc1 has 9
Under Ba/F3 V617F tox, COc1ccc(-n2c(O)c(C(C)=NCc3ccc4c(c3)OCO4)c(=O)[nH]c2=O)cc1 has -1

Continuation:
nr	molecule	Ba/F3 V617F tox	S1P4 antagonist	NPY-Y2 PAM-ag	NPY-Y1 PAM-ag	p47phox inh	S1P4 ag	BaF3 tox	NPY-Y1 antag	CHOP inhibitor
25	Cc1cc(C=C2C(=O)N(C)C(=O)N(C)C2=O)c(C)n1-c1ccccc1	3	-17	-2	11	-15	1.3	2	0	-1
26	Cc1ccc(CCN2CC(C(=O)N3CCC4(CC3)OCCO4)CC2=O)cc1 (configuration not stated)	1	-17	-14	9	-18	1.0	2	-1	-14
27	CCN1CCN(Cc2ccc(OC(F)(F)F)cc2)CC1	2	-8	-15	-22	-8	3.1	2	0	-2
28	CCCC(C)n1[nH]c(=O)c2c1NC(=O)CSC2c1ccc(OC)cc1 (configuration not stated)	-2	4	1	-3	2	-1.8	1	1	8
29	CCN1C(=O)N(CC)C(=O)C2(Cc3ccccc3N3CCN(c4ccccc4)CC32)C1=O (configuration not stated)	4	-12	-14	5	-5	0.2	4	.	-19
30	Cc1c(N=Nc2c(O)n(C)c(=O)n(C)c2=O)c(=O)n(-c2ccccc2)n1C	4	-15	-1	1	-5	0.0	3	2	8
31	COC(=O)C(O)(c1ccc(NC(=O)NC2CCCCC2)cc1)C(F)(F)F (configuration not stated)	-2	-4	6	18	-3	0.3	1	4	2
32	Cc1nnc2ccc(N3CCN(C)CC3)nn12	5	-7	4	-19	-10	1.1	4	2	9
33	COC(=O)CC1=C(C(=O)OC)C2(C(=O)Nc3c(C)cccc32)C(C#N)=C(N)O1 (configuration not stated)	-1	-3	-3	2	-4	0.8	-2	-4	21
34	CN1CC2([N+](=O)[O-])CC=C(Cl)C([N+](=O)[O-])(C1)C2 (configuration not stated)	-1	-15	-2	-4	-8	-0.6	7	0	-2
35	COCCNC(=O)c1c(N)n(Cc2ccco2)c2nc3ccccc3nc12	0	-10	5	10	-29	1.2	0	3	33
36	COc1ccc(CCNC(=O)c2c(N)n(CCN3CCOCC3)c3nc4ccccc4nc23)cc1	-1	-12	0	-4	-9	1.3	-2	1	76*

Screen by screen, from the results shown.
Compounds 28 to 33 in S1P4 antagonist, in turn: 4, -12, -15, -4, -7, -3
Compounds 28 to 33 in NPY-Y1 PAM-ag, in turn: -3, 5, 1, 18, -19, 2

3 compounds out of the list, ordered by number of heavy atoms, low to high:
nr	molecule	Ba/F3 V617F tox	S1P4 antagonist	NPY-Y2 PAM-ag	NPY-Y1 PAM-ag	p47phox inh	S1P4 ag	BaF3 tox	NPY-Y1 antag	CHOP inhibitor
25	Cc1cc(C=C2C(=O)N(C)C(=O)N(C)C2=O)c(C)n1-c1ccccc1	3	-17	-2	11	-15	1.3	2	0	-1
31	COC(=O)C(O)(c1ccc(NC(=O)NC2CCCCC2)cc1)C(F)(F)F (configuration not stated)	-2	-4	6	18	-3	0.3	1	4	2
36	COc1ccc(CCNC(=O)c2c(N)n(CCN3CCOCC3)c3nc4ccccc4nc23)cc1	-1	-12	0	-4	-9	1.3	-2	1	76*

Carrying on.
nr	molecule	Ba/F3 V617F tox	S1P4 antagonist	NPY-Y2 PAM-ag	NPY-Y1 PAM-ag	p47phox inh	S1P4 ag	BaF3 tox	NPY-Y1 antag	CHOP inhibitor
37	CNC(=O)Oc1cccc(-c2cn3cc(OC(=O)NC)ccc3n2)c1	2	1	1	-12	8	0.9	1	7	-72
38	CCN(CC)S(=O)(=O)c1cc(NC(=O)C(C)N2CC=C(c3ccccc3)CC2)ccc1C (configuration not stated)	-3	-11	0	11	-3	0.2	1	4	28
39	CC1CN=C(Nc2ccc(F)cc2)S1 (configuration not stated)	-1	-5	-3	2	-1	0.8	5	1	18
40	O=c1[nH]c(O)c(C=Nc2ccccc2Sc2ccccc2)c(=O)[nH]1	-4	5	-9	-1	-11	-2.1	3	.	100*
41	CC(=O)Nc1ccccc1OP1(=O)COc2ccccc2OC1	-2	-14	-3	-11	-5	-1.6	4	3	2
42	Cc1ccc(N(C)C(=O)Oc2ccc(C(=O)c3ccc(Cl)cc3)cc2)cc1	-1	-31	-14	-5	8	1.3	0	-4	10
43	CCOC(=O)C(O)(c1ccc(N(CC)S(=O)(=O)c2ccc(C)cc2)cc1)C(F)(F)F (configuration not stated)	-5	5	-34	-39	1	-0.4	0	12	64
44	Cc1nc2cc(C(=O)N3CCC4(CC3)OCCO4)ccc2n1-c1cccc(F)c1	-2	2	5	8	-8	1.1	0	4	-10
45	Cc1cc(C)c(NC2=NCCCS2)c(C)c1	-1	-3	-17	-34	-15	2.5	1	4	29
46	CC1=NN(c2ccccc2)C(=O)/C1=C/c1c(O)[nH]c(=S)[nH]c1=O	4	-8	-10	-17	-52	-3.0	5	-1	18
47	COc1ccc(CN2C(=O)NC(=O)/C(=C/c3ccoc3)C2=O)cc1	-3	-4	-21	20	-14	1.4	0	.	-20
48	COC(=O)C(O)(c1ccc(N(C)S(=O)(=O)c2ccccc2)cc1)C(F)(F)F (configuration not stated)	6	8	4	-1	-1	-0.9	3	0	25
49	CN(C)P1(N(C)C)=Nc2c(c(N)nn2C)C(c2ccccc2)=N1	-4	0	1	20	-5	0.9	1	9	12
50	CC(=O)OC1C2CCC1C(N1CCCCC1)CC2 (configuration not stated)	0	1	-13	8	-11	-0.5	8	3	36
51	O=c1[nH]c(=S)n(-c2ccc(Cl)cc2)c(O)c1/C=N/N1CCOCC1	-5	-3	4	11	-12	0.4	-1	.	13
52	O=c1[nH]c(O)c(/C=C2/C=CC(c3cc(Cl)ccc3Cl)=N2)c(=O)[nH]1	2	-6	6	21	50*	0.7	-3	.	103*

Bioassay records: PubChem BioAssay, several laboratories

A portion of the library; rates above refer to the full screens.
